ARNT-TACC3 inh: disrupts binding between human ARNT and TACC3 | 390,000 tested, 0.66% active | inhibition, % at 9.99 µM | AID 623870 | AlphaScreen His-ARNT PAS-B/GST-TACC3 binding, luminescence; TACC3 fragment carries E629A point mutation | Q9Y6A5;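 active = mean inhibition of replicates at least 50% and at least half of replicates each reaching 50%; inconclusive = half or more replicates reach 50% but mean below 50%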;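 note: 0% = complete ARNT plus TACC3 wells and 100% = ARNT alone without TACC3; many hits fall short of the cut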
esBAF inh: inhibitors of esBAF chromatin remodeling in mouse ES cells. 350,000 tested, 2% active. reporter increase, % at 12.5 µM. Bmi1-luciferase knock-in reporter, 24 h; 100% = twice the neutral-well signal; in the data active = activation above about 40%; inconclusive = no clear call, values can overlap the other calls;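 note: 0% = median of the plate's neutral control wells and 100% = double that signal; a rise in the Bmi1 reporter signal indicates esBAF inhibition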
PglD DTNB: PglD (C. jejuni) enzyme inhibition; purified PglD enzyme, DTNB colorimetric CoA detection; inhibition, % at 12.5 µM; 360,000 tested, 0.098% active; AID 602405; in the data active = inhibition above about 16%, passing the limit was not always enough; inconclusive = no clear call, values can overlap the other calls; note: strong numbers were not always called active
CASP6 VEID inh: caspase-6 (human) enzyme inhibition; P55212; 350,000 tested, 0.53% active; AID 686996; inhibition, % at 12.5 µM; purified caspase-6, Z-VEID-R110 cleavage fluorescence;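 active = mean inhibition across replicates at least about 35%, with every replicate also reaching that limit, limit read from the data; inconclusive = only one of the two criteria met; inactive = neither criterion met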;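 note: 0% = median of neutral control wells and 100% = no fluorescence left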
Target sequence (P55212 24-179 limits assumed): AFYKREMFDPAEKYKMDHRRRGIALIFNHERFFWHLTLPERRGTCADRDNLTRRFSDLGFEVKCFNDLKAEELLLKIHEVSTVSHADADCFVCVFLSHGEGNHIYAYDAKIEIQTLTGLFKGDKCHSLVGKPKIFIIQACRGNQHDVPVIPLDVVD
Target sequence (P55212 194-293 limits assumed): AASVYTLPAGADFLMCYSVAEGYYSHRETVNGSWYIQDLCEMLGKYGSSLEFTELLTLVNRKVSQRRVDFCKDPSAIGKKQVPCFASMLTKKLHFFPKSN
E-selectin induc: induces E-selectin expression in human endothelial cells; P16581; HUVEC E-selectin immunofluorescence imaging; normalized: neutral wells 0, TNF-alpha wells 100; activation, % at 7.58 µM; 260,000 tested, 0.37% active;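 active = mean E-selectin-positive cell signal at least 10% of the positive control, reached in at least 60% of replicates, without over 20% cell loss; inconclusive = no rule given, readout overlaps actives, possibly toxicity-flagged; inactive = the rest, including those meeting only one limit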;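 note: in these data hits start at about 27%; measured in HUVEC primary endothelial cells; signal is the percent of cells scored E-selectin positive by PE staining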
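System: HUVEC / Compound: single concentration / Signal: immunofluorescence imaging / Read-out: percent E-selectin-positive cells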
ERp5 inh: inhibitors of human ERp5; 350,000 tested, 0.05% active; inhibition, % at 9.99 µM; Q15084; ERp5 insulin aggregation, absorbance 650 nm, 90 min;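 active = mean replicate inhibition above about 25%, with every replicate also reaching it, limit read from the data, passing the limit was not always enough; inconclusive = only one of those two criteria met; inactive = neither criterion met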
RAD54 branch: RAD54 (human) branch migration inhibition; Q92698; RAD54 Holliday junction branch migration, FAM/BHQ fluorescence; inhibition, % at 10.4 µM; 360,000 tested, 0.14% active; AID 602329;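 active = mean normalized replicate activity at least 40 and at least half of replicates scoring 40 or more; inconclusive = only one of the two criteria met; inactive = mean below 40 and under half of replicates reaching 40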;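 note: 0% = median of neutral control wells and 100% = median of positive control wells; inhibitors cause a drop in the FAM fluorescence signal; in these data hits start at about 50%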
Target sequence (Q92698 whole entry, looked up): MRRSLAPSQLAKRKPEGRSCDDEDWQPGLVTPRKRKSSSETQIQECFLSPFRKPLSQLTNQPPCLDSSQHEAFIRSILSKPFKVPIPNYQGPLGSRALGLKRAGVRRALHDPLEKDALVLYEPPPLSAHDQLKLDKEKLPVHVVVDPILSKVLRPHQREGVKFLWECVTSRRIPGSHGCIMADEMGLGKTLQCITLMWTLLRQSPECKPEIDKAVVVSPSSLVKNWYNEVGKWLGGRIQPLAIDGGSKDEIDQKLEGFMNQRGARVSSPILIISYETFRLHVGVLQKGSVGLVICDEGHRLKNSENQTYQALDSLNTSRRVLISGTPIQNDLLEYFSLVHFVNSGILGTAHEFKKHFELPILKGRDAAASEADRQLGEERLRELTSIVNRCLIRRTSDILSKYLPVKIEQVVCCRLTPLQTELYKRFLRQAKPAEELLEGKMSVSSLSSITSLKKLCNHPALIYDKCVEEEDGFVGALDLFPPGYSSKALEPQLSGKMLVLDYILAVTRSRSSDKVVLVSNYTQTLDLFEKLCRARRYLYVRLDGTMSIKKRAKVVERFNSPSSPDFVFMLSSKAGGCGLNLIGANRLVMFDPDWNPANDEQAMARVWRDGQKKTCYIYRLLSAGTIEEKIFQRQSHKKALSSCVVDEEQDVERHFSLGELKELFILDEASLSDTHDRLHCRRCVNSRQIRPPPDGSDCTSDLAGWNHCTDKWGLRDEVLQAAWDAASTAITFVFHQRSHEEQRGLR
RAD52 anneal inh: RAD52 (human) annealing inhibition; 360,000 tested, 0.46% active; recombinant RAD52 DNA annealing, FRET fluorescence; P43351; AID 651710; inhibition, % at 18.7 µM;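 active = every replicate showing at least 50% inhibition; inconclusive = mean inhibition at least 50% but not in every replicate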
* marks the source's active call; other numbers are inactive results; ? = inconclusive; / = no result given; & = joins results of further samples. Compounds as they come; overall some 3.2% were active at least once.

Keys – A = ARNT-TACC3 inh; B = esBAF inh; C = PglD DTNB; D = CASP6 VEID inh; E = E-selectin induc; F = ERp5 inh; G = RAD54 branch; H = RAD52 anneal inh
Cc1cc(N2CCN(c3ccccn3)CC2)n2nc(C)nc2n1
  A = 17 | B = -3 | C = -8 | D = / | E = / | F = / | G = -4 | H = /

COc1ccc(NC(=O)N(C)C[C@H]2OCCCC[C@@H](C)Oc3ccc(NC(=O)C4CCCCC4)cc3C(=O)N([C@@H](C)CO)C[C@H]2C)cc1
  A = 6 | B = 1 | C = -1 | D = 0 | E = -0.1 | F = -3 | G = -3 | H = -14

COc1ccccc1NC(=O)CCC(=O)Nc1nnc(C(F)(F)F)s1
  A = 1 | B = -7 | C = 5 | D = / | E = / | F = / | G = 4 | H = /

COc1ccccc1C#Cc1ccc2c(c1)[C@H]1[C@H](CCN1C(=O)c1ccccc1)[C@H](CO)N2
  A = 23 | B = 5 | C = 0 | D = 2 | E = -0.6 | F = -1 | G = 4 | H = -2

O=C(NC1CCCC1)N1CC(=O)N2[C@H](CO)[C@@H](c3ccc(-c4cccnc4)cc3)[C@@H]2C1
  A = / | B = / | C = / | D = 1 | E = 0.1 | F = -2 | G = / | H = -22

O=C(COC(=O)C1CCCCC1)NCc1ccc(Cl)cc1
  A = -1 | B = 0 | C = 1 | D = 0 | E = 0.0 | F = 1 | G = -6 | H = -15

COc1ccc2cc(CCOC3CCCCO3)ncc2c1 (centres undefined)
  A = 0 | B = -23 | C = 4 | D = / | E = 0.1 | F = / | G = -6 | H = /

O=C1c2ccccc2C(c2nnnn2Cc2ccccc2)N1Cc1cccs1 (centres undefined)
  A = / | B = / | C = / | D = -1&1 | E = -4.5&0.8 | F = -3&-6 | G = / | H = -6&-16

Cc1ccc(S(=O)(=O)Nc2cc(Cl)ccc2-n2cncn2)cc1
  A = -5 | B = -5 | C = 5 | D = 1 | E = / | F = 6 | G = -7 | H = -6

Cc1ccc(S(=O)(=O)N2CCc3c2cc([N+](=O)[O-])cc3[N+](=O)[O-])cc1
  A = -10 | B = 5 | C = -1 | D = 6 | E = / | F = -1 | G = 3 | H = 0

COc1ccc(NC(=O)CN(c2cc(C)cc(C)c2)S(=O)(=O)c2c(C)noc2C)cc1OC
  A = -10 | B = -6 | C = -1 | D = 6 | E = / | F = -3 | G = -1 | H = -4

c1nc2nc3c(c(N4CCOCC4)n2n1)CCCC3
  A = -3 | B = -6 | C = -5 | D = / | E = / | F = / | G = -7 | H = /

CCCNC(=O)Nc1ccc2c(c1)OC[C@H](C)N(CC1CCCC1)C[C@H](C)[C@H](OC)CN(C)C2=O
  A = -11 | B = 0 | C = -1 | D = 0 | E = 0.0 | F = 0 | G = 0 | H = 3

Cc1cccc(OCC(=O)NCCNC(=O)c2ccccn2)c1
  A = -7 | B = -2 | C = 2 | D = -1 | E = -0.1 | F = -2 | G = -10 | H = -13

COc1ccc(NC(=O)CSc2nnc(Cc3cccn3C)n2-c2ccc(F)cc2)cc1
  A = 0 | B = 1 | C = -1 | D = 0 | E = 0.8 | F = 10 | G = 8 | H = -32

COc1ccc(-c2n[nH]c(=S)nc2-c2ccc(OC)cc2)cc1
  A = 5 | B = -7 | C = 4 | D = -2 | E = -0.2 | F = 2 | G = -11 | H = -18

Cc1ccccc1CC(=O)N1CCCC(CNC(=O)c2ccc(F)cc2)C1 (centres undefined)
  A = 4 | B = -2 | C = 3 | D = 3 | E = / | F = 1 | G = -4 | H = -12

Cc1ccc(-c2cc(C(=O)NN=C3CCCC3)c3ccccc3n2)cc1
  A = 14 | B = -7 | C = 2 | D = / | E = / | F = / | G = -2 | H = /

C[C@H](CO)N1C[C@H](C)[C@@H](CN(C)Cc2ccncc2)OCc2cnnn2CCCC1=O
  A = -10&-5 | B = 4&-2&3 | C = 3&1&0 | D = -4&2&-2 | E = 1.2&-0.2 | F = 0&3&-1 | G = -1&-2&2 | H = -4&-1&-4

COc1ccc(N2C(=O)C(CC(=O)O)S/C2=N\N=C\c2cccs2)cc1 (centres undefined)
  A = / | B = / | C = / | D = 4 | E = ? | F = 1 | G = / | H = -17

C[C@]12CC[C@@H]3c4ccc(O)cc4CC[C@H]3[C@@H]1CCC2=O
  A = 27 | B = 2 | C = -3 | D = 5 | E = 0.0 | F = -3 | G = 9 | H = 1

CCOc1ccccc1N=Cc1c(O)c2ccccc2oc1=O
  A = -15 | B = -1 | C = -6 | D = -1 | E = 0.1 | F = 6 | G = -10 | H = -42

CCCNC(=O)N(C)C[C@H]1Oc2ncc(-c3ccccc3)cc2C(=O)N([C@@H](C)CO)C[C@@H]1C
  A = -1 | B = 4 | C = -4 | D = -5 | E = 0.5 | F = -3 | G = -2 | H = -15

CCOC(=O)Cn1ncc(-c2ccccc2)c1N
  A = -2 | B = 52 | C = -2 | D = / | E = / | F = / | G = -2 | H = /

COc1cc2c(cc1OC)CN(C(=O)CSc1n[nH]c(N)n1)CC2
  A = 4 | B = -7 | C = 11 | D = / | E = / | F = / | G = -10 | H = /

Whole records, looked up by structure. Screens in order: ARNT-TACC3 inh	esBAF inh	PglD DTNB	CASP6 VEID inh	E-selectin induc	ERp5 inh	RAD54 branch	RAD52 anneal inh
Listed for Cc1cccc(OCC(=O)NCCNC(=O)c2ccccn2)c1 → -7	-2	2	-1	-0.1	-2	-10	-13
Listed for O=C(NC1CCCC1)N1CC(=O)N2[C@H](CO)[C@@H](c3ccc(-c4cccnc4)cc3)[C@@H]2C1 → /	/	/	1	0.1	-2	/	-22
Listed for O=C1c2ccccc2C(c2nnnn2Cc2ccccc2)N1Cc1cccs1 (centres undefined) → /	/	/	-1&1	-4.5&0.8	-3&-6	/	-6&-16
Listed for CCCNC(=O)N(C)C[C@H]1Oc2ncc(-c3ccccc3)cc2C(=O)N([C@@H](C)CO)C[C@@H]1C → -1	4	-4	-5	0.5	-3	-2	-15
Listed for Cc1ccc(S(=O)(=O)N2CCc3c2cc([N+](=O)[O-])cc3[N+](=O)[O-])cc1 → -10	5	-1	6	/	-1	3	0

The listing continues.
Keys – A = ARNT-TACC3 inh; B = esBAF inh; C = PglD DTNB; D = CASP6 VEID inh; E = E-selectin induc; F = ERp5 inh; G = RAD54 branch; H = RAD52 anneal inh
CCC(=O)NC[C@@H]1[C@H](c2ccc(-c3cccc(F)c3)cc2)[C@H](CO)N1C(=O)CC
  A = 11 | B = -6 | C = -1 | D = 2 | E = -0.2 | F = -1 | G = -6 | H = -9

CC(C)[C@H](NS(=O)(=O)c1cccc(Cl)c1)C(=O)OCC(=O)N1CCN(c2ccccc2)CC1
  A = -4 | B = / | C = 3 | D = -1 | E = -0.5 | F = 9 | G = -8 | H = -17

Cc1cc(NC(=O)c2noc3c2CCCC3)n(-c2ccccc2)n1
  A = 8 | B = -3 | C = 1 | D = / | E = / | F = / | G = 3 | H = /

C[C@@H](NC(=O)C[C@@H]1C=C[C@H](NC(=O)C2CCOCC2)[C@@H](CO)O1)c1ccccc1
  A = 5 | B = -6 | C = 2 | D = 2 | E = 0.0 | F = -3 | G = -1 | H = -3

O=c1nc2n(c3sc4c(c13)CCCC4)C(CBr)CS2 (centres undefined)
  A = 2 | B = 7 | C = 2 | D = / | E = / | F = / | G = 3 | H = /

COc1ccc(OC)c(C(=O)CSc2nnc(Cc3cccs3)n2CCc2ccccc2)c1
  A = -5 | B = 8 | C = 5 | D = -3 | E = / | F = 6 | G = -2 | H = -29

CCOC(=O)C1(CCOc2ccccc2)CCN(Cc2cnc(C)s2)CC1
  A = 1 | B = / | C = / | D = -1 | E = 0.2 | F = -4 | G = / | H = -2

[O-][n+]1cccc2ncc3cscc3c21
  A = -3 | B = / | C = -1 | D = 0 | E = 431* | F = 0 | G = 7 | H = 2

CCC(=O)N1[C@@H]2Cn3c(ccc(-c4cccnc4)c3=O)[C@H]1[C@@H](C(=O)NC1CCC1)[C@@H]2CO
  A = 1 | B = 1 | C = 6 | D = 2 | E = -0.7 | F = 6 | G = -15 | H = 2

O=C(Nc1ccccc1)C1=C[C@H](c2ccccc2)C[C@H](OCCCCO)O1
  A = -4 | B = 51* | C = -1 | D = 0&1 | E = 0.1 | F = 8&2 | G = -4 | H = -52&0

COC(=O)C1=C(O)/C(=C\c2cc(C)n(-c3ccccc3C)c2C)N=C1C
  A = 1 | B = 38 | C = 4 | D = 11 | E = / | F = 3 | G = 1 | H = -99

O=C(CCS(=O)(=O)c1ccc(Br)cc1)NCc1ccc(F)cc1
  A = -3 | B = 0 | C = -1 | D = 70* | E = / | F = 1 | G = 0 | H = -2

COc1ccc(CN(C)C[C@@H]2Oc3ccc(NS(=O)(=O)c4cccs4)cc3CC(=O)N([C@H](C)CO)C[C@H]2C)cc1
  A = / | B = 8 | C = / | D = -3 | E = / | F = 1 | G = / | H = 5

CC(OC(=O)/C=C/c1cccs1)C(=O)NC1CCCCC1C (centres undefined)
  A = 1 | B = / | C = 3 | D = -2 | E = 0.1 | F = -4 | G = -2 | H = -4

CN(C)CCCNC(=O)C[C@@H]1CC[C@H]2[C@@H](COC[C@H](O)CN2CC2CCCC2)O1
  A = -16 | B = -4 | C = 1 | D = 0 | E = 0.0 | F = -1 | G = 4 | H = 7

CCCCOc1ccc(C(=O)Nc2ccc(S(=O)(=O)Nc3cc(C)on3)cc2)cc1OC
  A = 0 | B = 1 | C = 2 | D = -4 | E = / | F = 1 | G = -2 | H = -16

CO[C@@H]1CN(C)C(=O)c2ccc(NC(=O)Nc3ccccc3)cc2OC[C@H](C)NC[C@H]1C
  A = -4 | B = 5 | C = -2 | D = 0 | E = -0.1 | F = -4 | G = 3 | H = -12

CCN(CC)CCCCOc1ccccc1OC
  A = -19 | B = -3 | C = 4 | D = 32 | E = / | F = -3 | G = 0 | H = -4

C[C@@H]1CCCCO[C@H](CN(C)C(=O)c2ccncc2)[C@H](C)CN([C@@H](C)CO)C(=O)c2cc(NS(C)(=O)=O)ccc2O1
  A = -1 | B = -6 | C = -2 | D = 0 | E = -0.2 | F = 3 | G = -4 | H = 1

COc1ccc(CCCC(=O)NC(C)c2ccccc2)cc1 (centres undefined)
  A = -2 | B = -1 | C = 8 | D = 0 | E = -0.1 | F = -2 | G = -2 | H = -17

C[C@@H]1CN([C@@H](C)CO)C(=O)c2c(c3ccccc3n2C)-c2ccccc2CO[C@@H]1CN(C)CC1CC1
  A = 6 | B = -6 | C = 5 | D = 0 | E = 0.0 | F = 2 | G = 9 | H = 23

Cc1nc(C)c(-c2ccc(SCC(=O)Nc3cccc(Cl)c3C)nn2)s1
  A = -3 | B = -2 | C = 2 | D = 2 | E = 0.0 | F = -3 | G = -10 | H = -34

CCO[C@H]1OC(C(=O)N2CCOCC2)=C[C@@H](C2CCCCC2)[C@@H]1CCCO
  A = 7 | B = / | C = -1 | D = -1 | E = / | F = 4 | G = -7 | H = 5

CCOc1cc(N2CCOCC2)c(OCC)cc1NC(=O)COC(=O)/C=C/c1ccc(OC(F)F)cc1
  A = -2 | B = / | C = -2 | D = 1 | E = -2.7 | F = 0 | G = -1 | H = -9

CCCCn1c(N)c(N(CCOC)C(=O)c2cc(S(=O)(=O)N3CCOCC3)ccc2F)c(=O)[nH]c1=O
  A = -3 | B = 1 | C = / | D = -3 | E = 0.3 | F = -1 | G = / | H = -8

COc1ccc(-c2ccc([C@H]3[C@@H](CO)N4CCCCN(C(=O)NC(C)C)C[C@@H]34)cc2)cc1
  A = 1 | B = -5 | C = -1 | D = -2 | E = -0.1 | F = -5 | G = 7 | H = -6

COc1ccc(C(=O)N2CCN(C(=O)Cc3ccccc3)CC2)cc1OC
  A = -1 | B = -6 | C = -6 | D = -6 | E = / | F = 6 | G = 1 | H = 3

COc1ccc(-c2noc(COC(=O)c3ccco3)n2)cc1OC
  A = -8 | B = 4 | C = 0 | D = 0 | E = / | F = -3 | G = -3 | H = -13

Screens: PubChem BioAssay, Broad Institute
